Bioassay records as filed in PubChem BioAssay.
GST TR-FRET counter: biotin-GST/anti-GST TR-FRET signal inhibitors, dose response, artefact control for Vif-APOBEC3G degradation inhibitor project, biochemical (AID 1117362) | TR-FRET counter screen, biotin-GST/anti-GST signal | IC50 in µM for hits, for the others inhibition, % at the top dose, mostly 100 µM | 2.8% of 3,600 active;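 active = inhibition above 30% at one or more concentrations, seen consistently on every test date; inconclusive = results that disagree between repeat test dates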;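 also: biotinylated GST protein used in place of GST-Vif 1-94 and biotin-A3G peptide; detects fluorescence quenchers or blockers of GST binding to anti-GST antibody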
* = called active by the depositor; ? = inconclusive.

item	structure	GST TR-FRET counter
1	CC[n+]1ccc(C)c2cc(S(=O)C(F)(F)F)ccc21 (stereo unspecified)	55µM*
2	COc1ccc(CSc2nnnn2C)cc1F	3.6%
3	O=C(c1cc2n(n1)C(C(F)(F)F)CC(c1ccco1)N2)N1CCc2ccccc2C1 (stereo unspecified)	-4.8%
4	CCOc1ccc(NC(=O)C2CCCN(S(=O)(=O)c3c(C)nn(C)c3C)C2)cc1 (stereo unspecified)	5.4%
5	Cc1cccc(C(=O)Nc2nnc(Cc3c[nH]c4ccccc34)s2)c1	-1.0%
6	COc1ccc(CC(=O)Oc2ccc(F)c(F)c2)cc1S(=O)(=O)N1CCOCC1	6.2%
7	CN(C)c1ccc(Cc2cc3c(O)ccc(O)c3cc(Cc3ccc(N(C)C)cc3)c2=O)cc1	15%
8	COc1ccc(NC(=O)c2ccc(S(=O)(=O)N3CCOCC3)o2)cc1	2.9%
9	CCOc1ccc(CNc2ccc(N3CCCC3)cc2)cc1	?
10	CC(C)Oc1ccc(C(=O)N(Cc2ccco2)C2CCS(=O)(=O)C2)cc1 (stereo unspecified)	1.1%
11	Cc1cccc2nc(C(=O)Nc3cccc(C(=O)NC4CC4)c3)cn12	2.2%
12	COc1ccc(OC)c(NC(=O)COC(=O)c2ccc(OC)c(S(=O)(=O)N3CCOCC3)c2)c1	1.2%
13	Cc1ccc(S(=O)(=O)N2CCCC2C(=O)N(C)Cc2cccs2)cc1 (stereo unspecified)	-4.6%
14	CSc1nc(N)c(C#N)c(-c2ccccc2Cl)c1C#N	-0.5%
15	Clc1ccc(CNc2ccc(CNc3ncn[nH]3)cc2)c(Cl)c1	6.3%
16	CCOc1ccc2nc(N3CCCC(C(=O)NCCCN4CCOCC4)C3)sc2c1 (stereo unspecified)	14%
17	CCCCNC(=O)C1CCCN(S(=O)(=O)c2ccc(-n3cnnn3)cc2)C1 (stereo unspecified)	-2.1%
18	Cc1ccc(-n2c(-c3cc(-c4ccco4)[nH]n3)n[nH]c2=S)c(Br)c1	-1.9%
19	C=CCn1c(SCC(=O)NCCCC)nc2scc(-c3ccco3)c2c1=O	5.1%
20	CCOc1ccc2nc(SCC(=O)c3cccs3)sc2c1	6.2%
21	COc1ccc(C(=O)N2CCCC(C(=O)N3CCCCCC3)C2)cc1 (stereo unspecified)	2.0%
22	COc1ccc2[nH]c3c(N4CCC(O)(c5cccc(C(F)(F)F)c5)CC4)ncnc3c2c1	0.1%
23	O=C(NNC(=O)c1cccnc1)Nc1ccc([N+](=O)[O-])cc1	11%
24	CS(=O)(=O)N(CC(=O)Nc1ccc2c(c1)OCO2)Cc1ccccc1	3.4%
25	Cn1c(=O)c2c(nc(NCCc3ccccc3)n2Cc2ccccc2)n(C)c1=O	4.0%
26	CCCCOc1ccc(C(=O)NCC(=O)NCC(=O)OCC)cc1	-2.9%
27	CCOC(=O)c1cc2c(c(CCO)n1)[C@H](CCO)N(S(=O)(=O)C(C)(C)C)C2	-0.2%
28	CCCc1nc(SCC(=O)N2CCCc3ccccc32)c2c(=O)n(C)c(=O)n(C)c2n1	2.1%
29	CC(=O)N1CCN(c2ccc(NCc3ccc(F)cc3)cc2)CC1	?
30	COc1ccc(N2CCN(C(=O)c3ccc(C)c(Cl)c3)CC2)cc1	6.0%
31	COc1cccc(OC)c1C(=O)Nc1cc(Cl)ccc1N1CCOCC1	1.1%
32	COc1ccc2nc3ccccc3nc2c1N	8.7%
33	COc1ccc(OCC(O)CNc2ccc(Br)cc2)cc1 (stereo unspecified)	-4.2%
34	CNC(=S)N(Cc1ccc(OC)cc1)C1CC(=O)N(c2ccc(Cl)cc2)C1=O (stereo unspecified)	-0.8%
35	COC(=O)C1=C(C)N(C)C(C)=C(C(=O)OC)C1c1ccc(F)c(Br)c1	2.6%
36	O=C1CCC/C(=N\NC(=O)c2ccc(COc3cccc4cccnc34)cc2)C1	20%
37	Cc1onc(-c2c(F)cccc2Cl)c1C(=O)Nc1nnc(C2CC2)s1	17%
38	COCC(=O)NC1CCN(CC(=O)Nc2ccc(OC)cc2[N+](=O)[O-])CC1	14%
39	O=c1cc2c(=O)oc3cc(O)c(O)oc3c2c(O)c1O	-12%
40	CCN1C(=O)CS/C1=C(\C#N)S(=O)(=O)c1ccccc1	2.4%
41	CC(C)CC(NC(=O)CCl)c1ccccc1 (stereo unspecified)	1.4%
42	C=CCn1c(C)cc(-c2csc(N)n2)c1C	28µM*
43	O=C(Nc1nccc(-c2cccs2)n1)c1ccccc1Cl	-28%
44	COc1ccc(S(=O)(=O)N2CCC(C(=O)NCCC3=CCCCC3)CC2)cc1C	6.5%
45	C(=N\Nc1nncn1/N=C/c1ccco1)/c1ccco1	-1.1%
46	Cc1cc(C)nc(N2N=C(C(C)(C)C)CC2=O)n1	-6.2%
47	COc1cc(SC)ccc1C(=O)Nc1c(C)cccc1C	1.2%
48	COc1ccccc1CNC(=O)CCS(=O)(=O)c1ccc2c(c1)CCCN2C(C)=O	0.5%
49	CCOCCCNC(=S)Nc1ccc2nc(N3CCN(CC)CC3)cc(C)c2c1	0.7%
50	CCc1ccc(CCC(=O)Nc2ccc(S(N)(=O)=O)cc2)o1	-3.0%
51	CCOc1ccc(-n2c(=O)c3c(C)c(C)sc3n(CC(=O)NCc3ccco3)c2=O)cc1	-3.7%
52	O=[N+]([O-])c1ccc2nc(-c3ccccc3)oc2c1	4.0%
53	COc1ccc2cc(C(=O)Nc3ccc(O)cc3)sc(=O)c2c1OC	1.3%
54	CCc1ccc(NC(=O)C(C)Oc2nnc(-c3cccs3)c(-c3cccs3)n2)cc1 (stereo unspecified)	-50%
55	O=C(NCc1cccnc1)c1cc(S(=O)(=O)N2CCCCC2)ccc1Cl	-0.6%
56	O=C(NCCc1ccncc1)Nc1ccccc1Cl	-6.3%
57	CN1CCc2cccc3c2[C@H]1Cc1ccc(O)c(O)c1-3	75µM*
58	C#CC(=O)N(c1cc(OC)ccc1OC)C(C(=O)NC1CCCC1)c1cccs1 (stereo unspecified)	-2.9%
59	O=C1c2ccccc2C(=O)N1CCC(c1ccc(F)cc1)c1ccco1 (stereo unspecified)	0.2%
60	CCNC(=O)c1ccc(-n2nc(C(F)(F)F)c3c2CCCC3)cc1	5.7%

Next results.
item	structure	GST TR-FRET counter
61	Cc1oc(/N=C/c2cccc3ccccc23)c(C#N)c1C	2.5%
62	CCOc1ccc(-n2c(SCC(=O)Nc3cc(C)on3)nnc2-c2c[nH]c3ccccc23)cc1	-2.5%
63	CCS(=O)(=O)N1CCC(C(=O)NCc2cccc(OC)c2)CC1	2.0%
64	Cc1sc(-c2ccccn2)nc1OC(=O)c1cccc(Cl)c1Cl	-0.4%
65	CCN1CCN(CCCNC(=O)c2ccc3c(c2)NC(=O)c2ccccc2S3)CC1	2.5%
66	COc1cc(C(=O)OCC(=O)N2CCCC2)cc(OC)c1OC	-1.2%
67	COc1ccc2[nH]c(=O)c(CN(Cc3ccco3)C(c3nnnn3Cc3ccccc3)C(C)C)cc2c1 (stereo unspecified)	8.1%
68	O=C(CCOc1ccccc1)NCC(c1ccco1)N1CCCCC1 (stereo unspecified)	-5.2%
69	COc1ccc(C(=O)NC2CC3CCCC(C2)N3CC(C)C)cc1 (stereo unspecified)	0.8%
70	COc1cc(C(=O)Oc2cccc(Nc3ncnc4ccccc34)c2)cc(OC)c1OC	-2.1%
71	CSc1ncccc1C(=O)NCc1nnc2ccccn12	3.0%
72	Cc1ccc(SCCNC(=O)c2cccc([N+](=O)[O-])c2C)cc1	5.2%
73	O=C(NC1CC1)c1cc(-c2ccco2)nc2ccccc12	14%
74	Cc1cc(=O)n2nc(N3CCCC(C(=O)NC4CCC(C)CC4)C3)sc2n1 (stereo unspecified)	1.3%
75	N[C@@H](Cc1c[nH]c2ccccc12)C(=O)O	1.9%
76	COC(=O)c1ccc(C(=O)OC)c(NC(=O)Cc2cccs2)c1	10%
77	Cc1ccc2[nH]c(=O)c(C3C(C#N)=C(N)Oc4c3ccc3cccnc43)cc2c1 (stereo unspecified)	17%
78	COc1cccc(S(=O)(=O)N2CCN(c3ccccc3F)CC2)c1	0.6%
79	CC1(OC(=O)C2CCCC2)C(=O)C=C2C=C(c3ccsc3)OC=C2C1=O (stereo unspecified)	5.6%
80	CCc1c(O)nc(N2CCN(Cc3ccccc3)CC2)[nH]c1=O	-2.4%
81	COc1cccc(/C=C2\SC(N)=NC2=O)c1OS(=O)(=O)c1ccccc1	9.4%
82	COC(=O)\C(C(C)=O)=C(/C=C/C=C/C=C/N(C)C)N(C)C	-3.5%
83	Cc1nc(C)c(C(=O)OCC(=O)Nc2ccc(C)c(C)c2)s1	1.9%
84	CCC(=O)Nc1ccc(S(=O)(=O)NC[C@H]2O[C@@H](n3cc(C)c(=O)[nH]c3=O)C[C@@H]2O)cc1	0.1%
85	CCCC(=O)NC(C)C(c1cccs1)N1CCN(C)CC1 (stereo unspecified)	3.8%
86	COc1cc(NC(=O)CS(=O)(=O)c2ccc(C)cc2)cc(OC)c1OC	5.4%
87	Cc1cc(C)cc(Nc2ncc3c(n2)CC(c2ccco2)CC3=O)c1 (stereo unspecified)	3.7%
88	COC(=O)c1ccc(Cn2c(C)cc(C)[n+]2C)o1	1.4%
89	O=C(Nc1cc(Cl)ccc1Oc1ccccc1)c1cnccn1	-1.4%
90	Cc1ccc(C(=O)O)cc1-c1ccc(/C=C2/NC(=O)N(c3ccccc3)C2=O)o1	-10%
91	CCc1nc(-c2ccc(C)nc2OC)no1	5.2%
92	CCOC(=O)C1(Cc2ccc(OC)cc2)CCN(C(=O)c2cccc3nccnc23)CC1	1.0%
93	O=C(OCC(=O)N1CCN(C(=O)c2ccco2)CC1)c1cc(-c2ccco2)nc2ccccc12	18%
94	CCCOC(=O)/C(C(N)=NCc1ccccc1)=C(\O)OCCC	0.2%
95	Cc1cccc(NC(=O)CC2NC3CCCCC3NC2=O)c1 (stereo unspecified)	-1.4%
96	CCCn1c(Sc2nnnn2-c2ccccc2)n[nH]c1=O	1.2%
97	CC(=O)Nc1cccc(C(=O)NC(C)c2ccc(S(N)(=O)=O)cc2)c1 (stereo unspecified)	16%
98	Oc1cccc(/C=N/NC(=S)NCCN2CCOCC2)c1O	-5.0%
99	O=C1C(C=NC2CC2)=C(O)c2ccccc21	2.1%
100	CCC(=O)NNc1ncnc2ccccc12	-1.4%

Grouped by structure, the entries above with a cyano group (four)
item	structure	GST TR-FRET counter
14	CSc1nc(N)c(C#N)c(-c2ccccc2Cl)c1C#N	-0.5%
40	CCN1C(=O)CS/C1=C(\C#N)S(=O)(=O)c1ccccc1	2.4%
61	Cc1oc(/N=C/c2cccc3ccccc23)c(C#N)c1C	2.5%
77	Cc1ccc2[nH]c(=O)c(C3C(C#N)=C(N)Oc4c3ccc3cccnc43)cc2c1 (stereo unspecified)	17%

Remaining list, next part:
item	structure	GST TR-FRET counter
101	C=C1Cn2c(nnc2-c2ccc(Cl)cc2)S1	-0.6%
102	COc1cc([N+](=O)[O-])c(N2CCOCC2)c([N+](=O)[O-])c1OC	4.8%
103	CN1CCN(S(=O)(=O)Cc2ccc(Cl)cc2)CC1	2.8%
104	CS(=O)(=O)N1CCc2cc(C(=O)OCC(=O)c3ccccc3)ccc21	19%
105	CCOc1cccc(NC(=O)C2CCCN(S(=O)(=O)c3ccc(OC)cc3)C2)c1 (stereo unspecified)	-2.0%
106	CC(NCCO)C(=O)C12CC3CC(CC(C3)C1)C2 (stereo unspecified)	1.2%
107	CCOC(=O)N1CCC(N2C(=O)c3ccccc3C2Nc2ccccc2)CC1 (stereo unspecified)	12%
108	O=C(c1cc(-c2ccco2)on1)N1CCN(c2ccccc2)CC1	-4.8%
109	O=C(CCCc1ccccc1)N1CCN(c2ccc([N+](=O)[O-])cc2)CC1	1.6%
110	O=C(c1ccco1)N(CCC(c1ccccc1)c1ccco1)Cc1ccc(F)cc1 (stereo unspecified)	-3.5%
111	CN(C(=O)COC(=O)c1cc(-c2ccco2)nc2ccccc12)C1CCS(=O)(=O)C1 (stereo unspecified)	24%
112	CCC(c1nnnn1C(C)(C)CC)N(CCCO)Cc1cc2cc(C)cc(C)c2[nH]c1=O (stereo unspecified)	2.1%
113	O=C(O/N=C\c1ccc(N2CCCCC2)c([N+](=O)[O-])c1)c1c(F)cccc1F	-3.6%
114	CCOc1ccc(-n2c(SCC(N)=O)nnc2-c2cccnc2)cc1	3.1%
115	CC1=C(C(=O)OC2CCCCC2)C(c2ccc(C)o2)C2=C(CCCC2=O)N1 (stereo unspecified)	3.9%
116	Cn1cnnc1SC/C(O)=C(\C#N)c1nc2ccccc2[nH]1	>100µM*
117	O=C1NC(c2cccc(Br)c2)=N/C1=C\c1ccco1	1.1%
118	CCCOc1ccc2[nH]cc(C(=O)O)c(=O)c2c1	4.0%
119	O=C(OCn1cncn1)c1ccc(Cl)cc1Cl	2.9%
120	CC(=O)c1ccc2c(c1)C1C=CCC1C(c1ccncc1)N2 (stereo unspecified)	?
121	Clc1ccc2c(c1)nc1n2CCCC1	3.5%
122	COc1ccc(NC(=O)c2cccc(S(=O)(=O)Nc3ccc(Br)cc3)c2)cn1	2.0%
123	Cc1noc(/C=C/c2ccco2)c1S(=O)(=O)N1CCC(C(=O)N2c3ccccc3CC2C)CC1 (stereo unspecified)	-2.3%
124	COc1ccc(CNc2ncnc(N)n2)cc1	0.1%
125	COc1cccc(-c2nnc(SCC(=O)OC(C)C)n2N)c1	1.9%
126	Cc1nc(-c2noc(-c3ccccc3Cl)n2)c(C(F)(F)F)o1	0.8%
127	CCCc1ccc(-c2csc(NC(=O)Cc3cccs3)n2)cc1	1.8%
128	CCOC(=O)C(=O)NCc1ccc(/C=C2/N=C(C)C(C(=O)OCC)=C2O)o1	-6.2%
129	CCC(C)(C)n1nnnc1C(c1cc2cc(C)ccc2[nH]c1=O)N1CCCc2ccccc21 (stereo unspecified)	27%
130	CN1CCc2nc3ccc(Cl)cc3c(-c3ccccc3Cl)c2C1	15%
131	COC(=O)C1=CN(CC2CCCO2)C=C(C(=O)OC)C1c1ccccc1C(F)(F)F (stereo unspecified)	-3.0%

Some of the compounds tested; the hit share may differ from the screen's.
